Mtb BioA inh: blocks M. tuberculosis BioA enzyme activity. inhibition, % at 9.99 µM. 360,000 tested, 0.096% active. purified M. tuberculosis BioA enzyme, plate reader; in the data active means inhibition above about 40%
Starred values were filed as active, the others as inactive.

SMILES	Mtb BioA inh
C[C@H]1CN([C@@H](C)CO)C(=O)c2cc(C#Cc3ccccc3F)cnc2O[C@@H]1CN(C)C(=O)C1CCOCC1	-1.7
Cc1ccc(S(=O)(=O)Nc2cccc3c2O[C@@H](CN(C)Cc2ccc(-c4ccccc4)cc2)[C@H](C)CN([C@@H](C)CO)C3=O)cc1	-2.6
C[C@@H]1CN([C@@H](C)CO)C(=O)c2cccc(NS(=O)(=O)c3ccccc3)c2O[C@H]1CN(C)S(=O)(=O)c1ccccc1	-1.0
Cc1ccc(S(=O)(=O)Nc2ccc3c(c2)C(=O)N([C@@H](C)CO)C[C@@H](C)[C@H](CN(C)S(=O)(=O)c2ccc(C)cc2)O3)cc1	0.0
C[C@H]1CN([C@@H](C)CO)C(=O)Cc2cc(NS(=O)(=O)c3cn(C)cn3)ccc2O[C@@H]1CN(C)Cc1ccc(C(=O)Nc2ccccc2N)cc1	1.6
C[C@H](CO)N1C[C@H](C)[C@H](CN(C)S(=O)(=O)c2ccc(Cl)cc2)Oc2ccc(NC(=O)C3CC3)cc2CC1=O	-1.9
N#Cc1ccc(-c2ccc3c(c2)[C@@H]2[C@@H](CCN2C(=O)c2ccccc2F)[C@H](CO)N3)cc1	0.8
C[C@@H]1CCCCO[C@@H](CN(C)Cc2ccc(C(=O)O)cc2)[C@@H](C)CN([C@@H](C)CO)C(=O)c2cc(NC(=O)Nc3ccc4c(c3)OCO4)ccc2O1	-1.0
O=C(C[C@H]1C=C[C@H](NC(=O)c2ccncc2)[C@@H](CO)O1)NCC1CC1	-1.2
Cc1ccc(S(=O)(=O)N(C)C[C@@H]2Oc3cc(C#Cc4ccncc4)ccc3S(=O)(=O)N([C@@H](C)CO)C[C@@H]2C)cc1	-2.8
C[C@@H]1CN([C@H](C)CO)C(=O)c2cc(NC(=O)Nc3cccc4ccccc34)ccc2O[C@H]1CN(C)Cc1ccc(-c2ccccc2)cc1	-1.5
COc1ccc(NC(=O)N(C)C[C@@H]2Oc3c(NS(=O)(=O)c4cn(C)cn4)cccc3C(=O)N([C@H](C)CO)C[C@H]2C)cc1	-1.4
C[C@H](CO)N1C[C@H](C)[C@H](CN(C)Cc2ccc(C(=O)O)cc2)Oc2ccc(NS(=O)(=O)c3cn(C)cn3)cc2CC1=O	-1.0
COc1ccc(S(=O)(=O)Nc2ccc3c(c2)CC(=O)N([C@@H](C)CO)C[C@H](C)[C@H](CN(C)Cc2ccc(-c4ccccc4)cc2)O3)cc1	-2.8
CCNC(=O)Nc1ccc2c(c1)C(=O)N(C)[C@H]1CC[C@@H](CC(=O)NCC3CC3)O[C@@H]1CO2	-0.3
COc1ccc(-c2ccc3c(c2)[C@@H]2[C@@H](CCN2C(=O)c2cccc(F)c2)[C@H](CO)N3)cc1	-0.8
CO[C@@H]1CN(C)C(=O)c2cc(NC(=O)Nc3ccccc3)ccc2OC[C@@H](C)N(CC2CC2)C[C@@H]1C	2.9
O=C(C[C@@H]1C=C[C@H](NS(=O)(=O)c2ccc(F)cc2)[C@H](CO)O1)NCCc1ccncc1	-0.9
CN1c2ccc(-c3cccc(C#N)c3)cc2[C@@H]2[C@@H](CCN2C(=O)NC2CCCCC2)[C@@H]1CO	-0.2
C[C@@H]1CN([C@H](C)CO)C(=O)c2cccc(NS(=O)(=O)c3ccccc3)c2O[C@@H]1CN(C)C(=O)NC1CCCCC1	-3.1
C[C@@H]1CN([C@H](C)CO)C(=O)c2cc(N(C)C)ccc2O[C@@H](C)CCCCO[C@@H]1CN(C)S(=O)(=O)c1cn(C)cn1	-1.9
C[C@@H]1CCCCO[C@H](CN(C)S(=O)(=O)c2ccc(Cl)cc2)[C@H](C)CN([C@H](C)CO)C(=O)c2cc(NS(=O)(=O)c3cccs3)ccc2O1	-2.0
C[C@@H]1CN([C@@H](C)CO)C(=O)Cc2cc(NC(=O)C3CCCCC3)ccc2O[C@@H]1CN(C)C(=O)NC1CCCCC1	-0.8
C[C@H](CO)N1C[C@H](C)[C@@H](CN(C)C(=O)C2CCCCC2)Oc2cc(-c3ccccc3)ccc2S1(=O)=O	-0.9
C[C@@H](NC(=O)C[C@@H]1C=C[C@@H](NC(=O)CN2CCOCC2)[C@@H](CO)O1)c1ccccc1	6.0
The list continues:
SMILES	Mtb BioA inh
CC(C)NC(=O)N(C)C[C@@H]1Oc2c(NS(=O)(=O)c3cccs3)cccc2C(=O)N([C@@H](C)CO)C[C@@H]1C	-2.8
Cc1ccc(S(=O)(=O)Nc2ccc3c(c2)CC(=O)N([C@H](C)CO)C[C@@H](C)[C@@H](CN(C)CC2CCCCC2)O3)cc1	-0.4
COC(=O)N(C)C[C@@H]1OCc2ccccc2-c2ccccc2C(=O)N([C@H](C)CO)C[C@H]1C	0.1
CC(C)C(=O)Nc1ccc2c(c1)C(=O)N(C)[C@H]1CC[C@H](CC(=O)NCc3ccc(F)cc3)O[C@H]1CO2	-0.2
CCCNC(=O)N(C)C[C@@H]1Oc2cc(C#C[C@@H](C)O)ccc2S(=O)(=O)N([C@@H](C)CO)C[C@H]1C	2.0
C[C@@H]1CN([C@H](C)CO)C(=O)c2cc(-c3ccccc3F)cnc2O[C@@H]1CN(C)C(=O)c1cnccn1	-1.3
C[C@H](CO)N1C[C@H](C)[C@H](CN(C)CC2CCCCC2)Oc2ccc(NS(=O)(=O)c3cn(C)cn3)cc2CC1=O	0.6
C[C@@H]1CN([C@H](C)CO)C(=O)c2cc(NC(=O)Cc3ccccc3)ccc2O[C@@H](C)CCCCO[C@@H]1CN(C)C(=O)NC1CCCCC1	-3.9
CC(C)NC[C@H]1[C@H](c2ccc(C3=CCCCC3)cc2)[C@@H](CO)N1C(=O)NC(C)C	-7.7
COc1ccc(NC(=O)Nc2cccc3c2O[C@@H](CN(C)S(C)(=O)=O)[C@@H](C)CN([C@@H](C)CO)C3=O)cc1	-1.5
C[C@@H]1CN([C@@H](C)CO)C(=O)c2cc(NC(=O)Nc3ccc(F)cc3)ccc2O[C@@H](C)CCCCO[C@@H]1CN(C)C(=O)NC1CCCCC1	-1.7
O=S(=O)(c1ccccc1)N1CCCCN2[C@H](C1)[C@H](c1ccc(C#Cc3cccnc3)cc1)[C@@H]2CO	-3.8
Cc1ccc(-c2ccc3c(c2)O[C@@H](CN(C)Cc2ccc(F)cc2)[C@H](C)CN([C@@H](C)CO)S3(=O)=O)cc1	-0.7
COCC(=O)N1[C@@H]2CN(C(=O)NC(C)C)c3ccccc3[C@@H]2[C@@H]1CO	-1.4
O=C(CC(F)(F)F)N1C[C@H]2[C@@H](c3ccccc31)[C@H](CO)N2C(=O)Cc1ccccc1	2.3
CO[C@@H]1CN(C)C(=O)c2cc(NC(=O)Nc3cccc(F)c3)ccc2OC[C@@H](C)N(C(=O)Nc2cccc(F)c2)C[C@H]1C	-0.4
C[C@@H]1CCCCO[C@H](CN(C)CC2CC2)[C@H](C)CN([C@@H](C)CO)C(=O)c2cc(NC(=O)c3ccccc3)ccc2O1	-0.2
C[C@@H]1CN([C@@H](C)CO)C(=O)Cc2cc(NC(=O)Nc3ccc(C(F)(F)F)cc3)ccc2O[C@H]1CN(C)Cc1ccc(Cl)c(Cl)c1	-1.3
CCN1[C@@H]2Cn3c(ccc(-c4cccc(F)c4)c3=O)[C@H]1[C@@H](C(=O)NCCCN(C)C)[C@@H]2CO	-2.2
CC1=C2[C@@H](c3ccccc3)OB(O)C[C@@H]2n2c(=O)n(-c3ccccc3)c(=O)n2C1	-1.5
COc1cccc(-c2cnc3c(c2)C(=O)N([C@@H](C)CO)C[C@H](C)[C@@H](CN(C)C(=O)Nc2ccccc2F)O3)c1	1.8
C[C@@H]1CN([C@@H](C)CO)C(=O)Cc2cc(NC(=O)Cc3cn(C)c4ccccc34)ccc2O[C@@H]1CN(C)C	-2.1
C[C@@H]1CN([C@H](C)CO)C(=O)c2cc(NS(=O)(=O)c3cn(C)cn3)ccc2O[C@H]1CN(C)Cc1ccc(Cl)c(Cl)c1	-0.8
CN(C)C(=O)c1cccc(-c2ccc([C@H]3[C@H](CO)N4CCCCN(C(=O)C5CCC5)C[C@@H]34)cc2)c1	4.1
COc1ccccc1S(=O)(=O)N[C@H]1CC[C@@H](CCNC(=O)C2CCOCC2)O[C@H]1CO	-1.3
(listing goes on)
SMILES	Mtb BioA inh
COCCNC(=O)C[C@@H]1C[C@H]2c3cc(NC(=O)NC4CCCC4)ccc3O[C@H]2[C@H](CO)O1	1.0
CO[C@@H]1CN(C)C(=O)c2cc(NC(C)=O)ccc2OC[C@H](C)N(Cc2ccccc2F)C[C@@H]1C	0.4
Cc1noc(C)c1NC(=O)Nc1cccc2c1O[C@H](CN(C)Cc1ccc(Oc3ccccc3)cc1)[C@H](C)CN([C@@H](C)CO)C2=O	-2.0
CCCN(C)C[C@H]1OCCCC[C@@H](C)Oc2ccc(NC(=O)Nc3ccc(F)cc3)cc2C(=O)N([C@H](C)CO)C[C@@H]1C	-4.1
CN1C(=O)c2cc(NC(=O)C3CCOCC3)ccc2OC[C@@H]2O[C@@H](CC(=O)NCCc3ccncc3)CC[C@@H]21	-0.4
C/C=C/c1ccc([C@@H]2[C@@H](C#N)N(S(=O)(=O)c3cccc(F)c3)[C@@H]2CO)cc1	2.5
CC(C)C#Cc1cnc2c(c1)C(=O)N([C@H](C)CO)C[C@H](C)[C@@H](CN(C)Cc1cncnc1)O2	-1.6
C[C@H]1CN([C@@H](C)CO)C(=O)c2cc(-c3ccc(F)cc3)cnc2O[C@H]1CN(C)C(=O)Nc1ccccc1F	2.8
C[C@@H]1CN([C@H](C)CO)C(=O)c2cc(C3=CCCCC3)cnc2O[C@@H]1CN(C)C(=O)c1ccncc1	-0.8
COc1cccc(C#Cc2cnc3c(c2)C(=O)N([C@@H](C)CO)C[C@H](C)[C@H](CN(C)C(=O)C2CCCCC2)O3)c1	-1.0
O=S(=O)(N[C@@H]1CC[C@H](CCn2cc(-c3ccccc3F)nn2)O[C@@H]1CO)c1ccc(Cl)cc1	1.9
Cc1noc(C)c1C(=O)N(C)C[C@@H]1OCc2ccccc2-c2c(n(C)c3ccccc23)C(=O)N([C@H](C)CO)C[C@@H]1C	-0.1
COc1ccc(S(=O)(=O)Nc2ccc3c(c2)C(=O)N([C@H](C)CO)C[C@@H](C)[C@H](CN(C)Cc2ccc4c(c2)OCO4)O3)cc1	-0.7
Cc1ccc(S(=O)(=O)N(C)C[C@H]2OCCCC[C@H](C)Oc3ccc(NS(=O)(=O)c4ccc(F)cc4)cc3C(=O)N([C@H](C)CO)C[C@@H]2C)cc1	-3.0
C[C@H]1CN([C@@H](C)CO)C(=O)c2cccc(NS(=O)(=O)c3ccc(Cl)cc3)c2O[C@H]1CN(C)Cc1ccc(Cl)c(Cl)c1	-1.0
CN1c2ccc(Br)cc2[C@H]2[C@H](CCN2S(=O)(=O)c2ccccc2F)[C@H]1CO	14.4
C[C@@H]1CN([C@@H](C)CO)C(=O)CCCn2cc(nn2)CO[C@H]1CN(C)Cc1cccc(O)c1	-1.5
C[C@@H]1CN([C@H](C)CO)C(=O)CCCn2nncc2CO[C@@H]1CN(C)C(=O)Nc1ccc(C(C)(C)C)cc1	1.1
COc1ccc(-c2ccc3n(c2=O)C[C@@H]2[C@@H](CO)[C@H](C(=O)N4CCCCC4)[C@H]3N2C)cc1	-1.2
C[C@H](CO)N1C[C@H](C)[C@@H](CN(C)Cc2ccc3c(c2)OCO3)Oc2ccc(NC(=O)CCN3CCOCC3)cc2C1=O	-0.7
CO[C@@H]1CN(C)C(=O)c2ccc(NC(=O)NC(C)C)cc2OC[C@@H](C)N(S(C)(=O)=O)C[C@H]1C	-2.4
C[C@@H]1CN([C@H](C)CO)C(=O)Cc2cc(NC(=O)NC3CCCCC3)ccc2O[C@@H]1CN(C)C	-1.7
Cn1cnc(CCNC(=O)C[C@H]2CC[C@H]3[C@@H](COC[C@@H](O)CN3C(=O)Nc3ccc(C(F)(F)F)cc3)O2)c1	-1.2
C[C@@H]1CN([C@@H](C)CO)C(=O)c2cccc(NC(=O)NC3CCCCC3)c2O[C@@H]1CN(C)C(=O)Nc1ccc2c(c1)OCO2	-0.2
COCC(=O)N(C)C[C@H]1Oc2cc(C3=CCCC3)ccc2S(=O)(=O)N([C@@H](C)CO)C[C@H]1C	-1.1
C[C@@H]1CN([C@H](C)CO)S(=O)(=O)c2ccc(C3=CCCCC3)cc2O[C@H]1CN(C)C(=O)c1ccc(F)cc1	1.8
COc1ccc(NC(=O)N(C)C[C@@H]2Oc3c(NC(=O)C4CCCCC4)cccc3C(=O)N([C@H](C)CO)C[C@@H]2C)cc1	0.8
CCCC#Cc1ccc2c(c1)O[C@@H](CN(C)C)[C@H](C)CN([C@@H](C)CO)S2(=O)=O	2.2
O=C(C[C@@H]1C=C[C@H](NC(=O)NC2CCCCC2)[C@H](CO)O1)NCc1ccc(F)cc1	-1.7

Only part of the results is shown (hit frequency here may not be typical).
